Screening data from PubChem BioAssay.
E-sel inducer = E-selectin induction in HUVECs, primary screen, imaging, HUVEC, immunofluorescence imaging, single point; P16581; normalized: neutral wells 0, TNF-alpha wells 100; 260,000 compounds, 0.37% hits; AID 686992, 2013; activation, % at 7.58 µM;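 active means mean E-selectin-positive cell signal at least 10% of the positive control, reached in at least 60% of replicates, without over 20% cell loss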;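 further: in these data hits start at about 27%; measured in HUVEC primary endothelial cells; signal is the percent of cells scored E-selectin positive by PE staining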
Target sequence (P16581 whole entry, looked up): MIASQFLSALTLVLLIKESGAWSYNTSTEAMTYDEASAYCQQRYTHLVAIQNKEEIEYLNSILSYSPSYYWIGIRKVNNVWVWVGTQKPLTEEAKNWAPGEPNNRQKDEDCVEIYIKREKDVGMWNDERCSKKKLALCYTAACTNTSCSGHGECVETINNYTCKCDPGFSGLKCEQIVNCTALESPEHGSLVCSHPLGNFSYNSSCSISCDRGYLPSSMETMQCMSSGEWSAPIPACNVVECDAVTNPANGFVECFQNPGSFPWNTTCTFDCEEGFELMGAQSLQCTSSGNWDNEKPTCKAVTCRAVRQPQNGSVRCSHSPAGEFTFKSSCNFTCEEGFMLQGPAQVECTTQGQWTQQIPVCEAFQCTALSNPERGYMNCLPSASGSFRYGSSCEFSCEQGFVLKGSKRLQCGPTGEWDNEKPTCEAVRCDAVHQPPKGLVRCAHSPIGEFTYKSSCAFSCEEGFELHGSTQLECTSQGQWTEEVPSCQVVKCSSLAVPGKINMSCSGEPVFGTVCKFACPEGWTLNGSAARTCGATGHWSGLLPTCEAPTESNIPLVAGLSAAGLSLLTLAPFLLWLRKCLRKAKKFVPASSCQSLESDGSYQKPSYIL
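assay system = HUVEC, human umbilical vein endothelial cells | input = 3,000 HUVEC seeded per well | medium = EGM-2 growth medium on 0.1% gelatin-coated wells | dosing = one compound dose added by pin transfer | signal = immunofluorescence imaging | read-out basis = % PE-positive cells | control set = TNF-alpha, DMSO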
RAD54 branch = inhibitors of human RAD54 branch migration, primary screen, biochemical, fluorescence, single point; DNA repair and recombination protein RAD54-like (Homo sapiens), Q92698; RAD54 Holliday junction branch migration, FAM/BHQ fluorescence; inhibition, % at 10.4 µM; 360,000 compounds, 0.14% hits;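 active means mean normalized replicate activity at least 40 and at least half of replicates scoring 40 or more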;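 further: 0% = median of neutral control wells and 100% = median of positive control wells; inhibitors cause a drop in the FAM fluorescence signal; in these data hits start at about 50%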
RAD52 inh = RAD52 DNA annealing inhibitors, primary screen, biochemical, FRET, single point, set 2; inhibition, % at 18.7 µM; recombinant RAD52 DNA annealing, FRET fluorescence; 360,000 compounds, 0.46% hits;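 active means every replicate showing at least 50% inhibition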
Target sequence (P43351 whole entry, looked up): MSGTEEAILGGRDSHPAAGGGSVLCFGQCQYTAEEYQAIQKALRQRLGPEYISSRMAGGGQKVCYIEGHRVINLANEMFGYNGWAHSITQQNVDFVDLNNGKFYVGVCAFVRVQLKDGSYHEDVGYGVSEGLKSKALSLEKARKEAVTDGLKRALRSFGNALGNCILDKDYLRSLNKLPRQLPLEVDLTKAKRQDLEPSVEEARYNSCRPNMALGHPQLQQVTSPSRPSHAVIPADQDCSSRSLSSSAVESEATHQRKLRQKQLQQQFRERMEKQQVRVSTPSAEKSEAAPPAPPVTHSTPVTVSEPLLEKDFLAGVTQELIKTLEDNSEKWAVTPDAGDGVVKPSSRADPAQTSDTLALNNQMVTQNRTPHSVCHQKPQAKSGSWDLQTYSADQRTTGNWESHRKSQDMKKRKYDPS
esBAF inh = Bmi1 luciferase reporter increase in mESCs, primary screen, esBAF inhibitor project, mouse ES cells, Bmi1 luciferase knock-in, single point; 24 h; 100% = twice the neutral-well signal; reporter increase, % at 12.5 µM; 350,000 compounds, 2% hits; in the data active means activation above about 40%;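 further: 0% = median of the plate's neutral control wells and 100% = double that signal; a rise in the Bmi1 reporter signal indicates esBAF inhibition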
ARNT TACC3 PPI = disruptors of ARNT/TACC3 protein interaction, primary screen, biochemical, AlphaScreen, single concentration; AID 623870, 2012; Transforming acidic coiled-coil-containing protein 3 (Homo sapiens), Q9Y6A5; inhibition, % at 9.99 µM; 390,000 compounds, 0.66% hits; AlphaScreen His-ARNT PAS-B/GST-TACC3 binding, luminescence; TACC3 fragment carries E629A point mutation;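 active means mean inhibition of replicates at least 50% and at least half of replicates each reaching 50%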;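 further: 0% = complete ARNT plus TACC3 wells and 100% = ARNT alone without TACC3; many hits fall short of the cut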
ERp5 inh = inhibitors of ERp5-driven insulin aggregation, primary screen, biochemical, turbidity, absorbance 650 nm, single point; 350,000 compounds, 0.05% hits; 90 min; AID 651711, 2012; inhibition, % at 9.99 µM;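 active means mean replicate inhibition above about 25%, with every replicate also reaching it, limit read from the data, passing the limit was not always enough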
PglD DTNB = C. jejuni PglD acetyltransferase inhibitors, primary screen, biochemical, DTNB colorimetric, single point. 360,000 compounds, 0.098% hits. UDP-N-acetylbacillosamine N-acetyltransferase PglD (Campylobacter jejuni). inhibition, % at 12.5 µM. purified PglD enzyme, DTNB colorimetric CoA detection; in the data active means inhibition above about 16%, passing the limit was not always enough; further: strong numbers were not always called active
CASP6 VEID inh = human caspase-6 inhibitors, primary screen, biochemical, VEID-R110 fluorescence, single point, set 2 | AID 686996, 2013 | P55212 | 350,000 compounds, 0.53% hits | inhibition, % at 12.5 µM | purified caspase-6, Z-VEID-R110 cleavage fluorescence;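 active means mean inhibition across replicates at least about 35%, with every replicate also reaching that limit, limit read from the data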;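 further: 0% = median of neutral control wells and 100% = no fluorescence left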
Active calls of the source: *; . = not tested or not shown; & = joins results of further samples.

item	Molecule	E-sel inducer	RAD54 branch	RAD52 inh	esBAF inh	ARNT TACC3 PPI	ERp5 inh	PglD DTNB	CASP6 VEID inh
1	CCc1nnc(NC(=O)CSc2nnc(-c3cccnc3)n2C)s1	.	5.3	-3.1	.	-1.8	-9.6	-0.3	0.9
2	C[C@H]1CN([C@@H](C)CO)C(=O)c2cc(C#Cc3ccc(F)cc3)cnc2O[C@H]1CN(C)C(=O)Nc1ccc(F)cc1	1.1	7.0	-3.7	-1.4	2.5	6.2	2.5	-0.3
3	CO[C@H](CN(C)S(=O)(=O)c1ccc(C)cc1)[C@@H](C)CN(Cc1ccccc1Cl)[C@@H](C)CO	0.1	-0.7	-2.1	-4.8	-5.1	5.3	-0.7	3.1
4	CCn1c(=O)n(CC)c2cc(N3CCCC3)c(NC(=O)c3ccc(C)cc3)cc21	.	2.8	2.0	-5.8	0.2	4.3	2.9	-0.5
5	Cc1ccc(NC(=O)CS(=O)CC(=O)NC(C)CCc2ccco2)cc1Cl (centres undefined)	.	2.5	-2.4	-4.7	-1.3	3.3	-7.2	3.2
6	O=C(C[C@H]1C=C[C@H](NC(=O)Nc2cc(F)ccc2F)[C@H](CO)O1)NCc1ccccn1	-0.3	1.9	-7.6	8.0	1.4	-6.0	0.2	2.2
7	CC1CN(C(=O)c2ccc(S(=O)(=O)Nc3cccc(C(F)(F)F)c3)cc2)CC(C)O1 (centres undefined)	.	-0.4	-8.7	-3.5	7.7	6.5	-1.8	0.2
8	CCOc1ccc(OCCCCn2cnc3ccccc3c2=O)cc1	-0.1	3.4	-5.3	-2.0	3.4	-3.4	0.4	0.3
9	O=C1O[C@H](c2ccccc2)[C@H](c2ccccc2)N2[C@H]1[C@@H](C(=O)N1CCN(c3ncccn3)CC1)[C@]1(C(=O)Nc3ccccc31)[C@H]2c1ccc(O)cc1	.	-7.9	9.6	.	-6.6	0.1	-0.6	2.0
10	O=CN1CCc2scc[n+]2-c2ccccc21	.	-9.8	.	1.4	-5.1	.	7.5	.
11	C[C@@H]1CN([C@@H](C)CO)C(=O)c2cc(NC(=O)Cn3cnnn3)ccc2O[C@@H]1CN(C)Cc1ccccc1	5.1	-8.0	-16.7	1.0	-6.4	-3.1	1.1	0.1
12	Cc1cc(Br)ccc1OCC(=O)N1CCCCCC1	.	-14.1	.	18.2	4.2	.	1.0	.
13	COC(=O)[C@H](CC(C)C)NC(=O)/C=C/[C@H]1O[C@@H](n2cc(C)c(=O)[nH]c2=O)C[C@@H]1O	0.0	-3.0	-6.7	4.0	.	7.1	0.1	1.9
14	O=C(CN1CCCCC1)N/N=C/c1ccccc1OCc1ccccc1	-1.1	.	-3.4	.	0.3	-4.7	.	-0.5
15	CC1CN(C)C(C)C/C1=N\Oc1ccc([N+](=O)[O-])cc1 (centres undefined)	.	0.7	-20.5	-3.2	4.0	15.0	7.0	-2.3
16	CC(C)c1ccc(NC(=O)C2CCN(C(=O)[C@@H]3Cc4ccccc4CN3)CC2)cc1	.	6.2	3.8	9.1	.	4.0	-0.8	-3.6
17	COc1ccc(C(=O)Nc2nnc(SCC(=O)NCC3CCCO3)s2)cc1OC (centres undefined)	3.1	1.3	-23.8	-2.9	-6.4	-2.0	-1.7	-0.5
18	C=CCc1ccccc1Oc1cc(F)nc(N)n1	0.3	6.7	-8.2	0.6	-5.4	1.7	-4.5	-0.4
19	O=C(O)CCN1CCc2ccccc2C1c1ccncc1 (centres undefined)	.	-8.3	6.5	-6.1	.	-2.0	-16.1	2.2
20	Cc1ccc(CNC(=S)NCc2ccncc2)cc1	1.1	-10.5	-26.8	.	-2.9	1.6	-2.2	-1.9

4 compounds from above, ordered by their value in RAD52 inh, highest first:
no. | SMILES | RAD52 inh | esBAF inh | ARNT TACC3 PPI | ERp5 inh | PglD DTNB | CASP6 VEID inh
4 | CCn1c(=O)n(CC)c2cc(N3CCCC3)c(NC(=O)c3ccc(C)cc3)cc21 | 2.0 | -5.8 | 0.2 | 4.3 | 2.9 | -0.5
13 | COC(=O)[C@H](CC(C)C)NC(=O)/C=C/[C@H]1O[C@@H](n2cc(C)c(=O)[nH]c2=O)C[C@@H]1O | -6.7 | 4.0 | . | 7.1 | 0.1 | 1.9
17 | COc1ccc(C(=O)Nc2nnc(SCC(=O)NCC3CCCO3)s2)cc1OC (centres undefined) | -23.8 | -2.9 | -6.4 | -2.0 | -1.7 | -0.5
20 | Cc1ccc(CNC(=S)NCc2ccncc2)cc1 | -26.8 | . | -2.9 | 1.6 | -2.2 | -1.9

New compounds follow.
item	Molecule	E-sel inducer	RAD54 branch	RAD52 inh	esBAF inh	ARNT TACC3 PPI	ERp5 inh	PglD DTNB	CASP6 VEID inh
21	COc1ccc(OC)c(-c2cc(C(=O)N3CCCc4ccccc43)no2)c1	.	1.6	.	-9.5	1.1	.	-0.3	.
22	C[C@H](CO)N1C[C@H](C)[C@@H](CN(C)C(=O)C2CC2)Oc2cc(C#Cc3cccnc3)ccc2S1(=O)=O	-0.2	-0.8	-3.1	-2.2	-2.7	0.3	2.0	-0.7
23	COC(=O)Cc1cc(=O)[nH]c(/N=C(\N)Nc2cccc(C)c2)n1	.	.	-5.6	.	-7.0	1.7	.	-2.5
24	CCc1cc(C)c(O)c(CC)n1	.	-1.9	.	0.0	-2.8	.	-8.7	.
25	COc1cc(C#N)c(NS(=O)(=O)c2ccc3[nH]c(=O)sc3c2)cc1OC	.	-11.2	-1.7	3.4	-3.1	-0.8	2.4	-0.3
26	CC(C)c1ccc(NC2CCCN(C(=O)c3ccoc3)C2)cc1 (centres undefined)	.	-9.2	4.6	6.7	1.2	-3.9	0.2	-4.3
27	COc1ccc(CN2CCN(Cc3cc(=O)oc4cc(C)ccc34)CC2)c(OC)c1OC	-0.1	2.9	-21.7	-2.6	-1.3	3.3	10.2	1.9
28	CCN(CC(=O)NCc1ccc(F)cc1)C(=O)C1CCN(S(=O)(=O)c2ccc(C(C)C)cc2)CC1	-0.6	0.8	-10.4	4.9	-6.1	-1.3	1.5	5.7
29	COc1ccc(CN(C)C(=O)c2cccc(NC(=O)CC3SC(N4CCCCC4)=NC3=O)c2)c(OC)c1 (centres undefined)	.	1.6	-24.8	-38.5	2.8	-5.5	-2.4	0.4
30	COC(=O)c1[nH]c2cc(C)ccc2c1NC(=O)CN1CCN(c2ccccc2OC)CC1	.	-6.3	.	-9.5	25.8	.	0.0	.
31	COc1ccc(OC)c(CN2CCN(C(=O)c3cccc(S(=O)(=O)Nc4ccc(F)cc4)c3)CC2)c1	0.5	0.1	-20.5	4.3	.	3.2	0.4	-0.3
32	COc1cccc(S(=O)(=O)N(C)C[C@@H]2Oc3ncc(C#CCN(C)C)cc3C(=O)N([C@H](C)CO)C[C@@H]2C)c1	-0.2	-1.1&0.2	-11.3&-14.3	0.3&-1.5	5.7&3.9	5.6&0.4	-2.5&0.7	1.1&-2.6
33	COc1cccc(-c2sc3ccccc3c2-c2ccc(OCCN3CCCC3)cc2)c1	0.3	3.0	-98.7	-4.5	19.4	2.7	-2.2	-8.1
34	Cc1ccnc2nc(C(=O)Nc3ccc(S(=O)(=O)N4CCCC4)cc3)nn12	2.5	-5.5	-37.3	.	-7.3	7.5	2.6	-2.4
35	CC(C)N(CCO)C(=O)CCc1nnc(CCCc2ccccc2)o1	0.0	.	-7.6	.	-4.3	-0.5	.	6.5
36	CC(C)C(NC(=O)C1CCCCC1)C(=O)Nc1ccc2c(c1)OCCO2 (centres undefined)	-1.6	8.3	.	-19.0	0.6	.	-1.5	.
37	C[C@H](CO)N1C[C@H](C)[C@H](CN(C)Cc2ccc(C(F)(F)F)cc2)Oc2ccc(NS(=O)(=O)c3ccccc3)cc2CC1=O	5.6	1.9	9.7	-7.3	-14.8	1.5	2.4	0.3
38	Cn1cnc(S(=O)(=O)N2C[C@H](O)COC[C@@H]3O[C@H](CC(=O)NC4CCC4)CC[C@H]32)c1	0.1	-24.0	.	-0.4	-21.3	.	-1.6	.
39	CCOC(=O)N1CCN(S(=O)(=O)c2c(C)nc3scc(C)n3c2=O)CC1	0.3	9.0	-0.1	4.8	-3.8	2.6	2.8	-5.7
40	Cn1c(=O)c2c(nc(SCC(=O)Nc3ccccc3N3CCCCC3)n2C)n(C)c1=O	.	-1.0	-28.4	-3.5	0.9	5.9	6.8	1.6

Next part.
item	Molecule	E-sel inducer	RAD54 branch	RAD52 inh	esBAF inh	ARNT TACC3 PPI	ERp5 inh	PglD DTNB	CASP6 VEID inh
41	COc1ccc(CCNC(=O)C(=O)NCC2OCCN2S(=O)(=O)c2ccc(Br)cc2)cc1 (centres undefined)	0.2	4.3	-1.7	-0.9	0.7	9.6	-3.7	-1.5
42	COc1cc(OC)cc(-c2c(C#Cc3ccsc3)c3cc(-c4ccc(SC)cc4)ccc3n2C)c1	0.0	-8.0	-24.7	-4.9	-3.1	3.9	7.2	0.4
43	Cc1ccc(S(=O)(=O)NCC(=O)OCC(=O)NCc2cccs2)cc1	.	0.9	-7.9	-0.7	1.5	10.2	2.4	3.8
44	CO[C@@H](CN(C)Cc1cc(F)ccc1F)[C@H](C)CN([C@H](C)CO)S(=O)(=O)c1ccc(F)cc1	-0.1	-10.2	1.5	-2.5	26.8	-4.5	0.6	3.2
45	O=S(=O)(c1ccc(Cl)cc1Br)N1CCCCC1	.	-3.2	.	11.5	-0.3	.	5.0	.
46	Cc1ccc(N2C(=O)C3ON(c4ccccc4)C(c4ccncc4)C3C2=O)cc1 (centres undefined)	1.0	-2.6	.	7.1	-2.6	.	6.0	.
47	COc1ccc(-c2sc3cc(OC)ccc3c2-c2ccc(OCCN3CCOCC3)cc2)cc1	0.1	-2.6	-8.3	0.3	-1.6	-0.7	-3.4	1.8
48	COc1ccc(S(=O)(=O)N[C@H]2CC[C@H](CC(=O)N3CCC(Cc4ccccc4)CC3)O[C@@H]2CO)cc1	-1.6	-4.2	-15.4	-6.9	2.4	1.3	1.1	0.5
49	COc1ccc(NC(C)=O)cc1S(=O)(=O)NC(C)c1ccc(-n2ccnc2)cc1 (centres undefined)	-0.1	6.5	-8.1	2.4	-0.6	-0.7	1.0	-1.0
50	CCCN1CC2(C1)CN(C(=O)CN1CCOCC1)[C@H](CO)c1c2c2ccc(OC)cc2n1C	0.1	.	5.0	.	.	-6.9	.	0.8
51	O=C(CN1CCCC1)N1c2ccccc2Sc2ccccc21	.	3.1	.	-7.0	-2.9	.	6.5	.
52	CCOc1ccc(N=C(C)c2ccccc2O)cc1	.	-4.1	-14.2	.	-4.4	-1.3	2.4	-1.7
53	Cc1sc(N)nc1-c1c(C)n(C)c2ccccc12	.	11.0	-12.6	2.7	8.4	-2.8	-3.0	-0.6
